# PMK inhibit = inhibitors of Streptococcus pneumoniae phosphomevalonate kinase; purified PMK, PK/LDH-coupled NADH absorbance 340 nm; inhibition, % at 10 µM; 65,000 tested, 0.49% active;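 active = top-ranked compounds by inhibition in the single 10 µM screen, taking a fixed number of the strongest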;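 also: 0% = full reaction with DMSO carrier and 100% = background rate without enzyme reaction; no value below 0 was filed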
# HPDE-C7 cytotoxicity = cytotoxicity in HPDE-C7 cells, cell-based, fluorescence, HTS (AID 430); HPDE-C7 pancreatic duct cells viability, fluorescence; higher % means a stronger effect; one-dose cytotoxicity, % at 10 µM; EC50 in µM for titrated hits; 63,000 tested, 1.8% active;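 also: cells exposed to compound for 48 hours before viability readout; 0% = vehicle and 100% = reference cytotoxic drug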
# LYP inhibition = inhibition of human PTPN22 tyrosine phosphatase – biochemical, DiFMUP fluorescence, recombinant catalytic domain, 10 µM, primary screen (AID 606); recombinant LYP catalytic domain, DiFMUP fluorescence; higher % means a stronger effect; 52,000 tested, under 10 active; inhibition, % at 10 µM, or IC50 in µM where a hit was titrated;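 active = IC50 under 40 µM in the dose-response test; inactive = IC50 of 40 µM or more, or never dose-tested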
# Spn MK inh = blocks S. pneumoniae mevalonate kinase. 65,000 tested, 0.48% active. inhibition, % at 10 µM. purified MK, PK/LDH-coupled NADH absorbance 340 nm;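 active = ranked among the strongest by inhibition in the single 10 µM screen, a fixed top-ranked set picked for dose follow-up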; also: no value below 0 was filed
# HT1080 viability = HT1080 cell viability loss – fluorescence readout (AID 620); HT1080 viability, fluorescence; higher % means a stronger effect; cytotoxicity, % at 10 µM; hits with a dose series show EC50 in µM; 87,000 tested, 0.42% active;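 also: cells exposed to compound overnight then 4 h with Alamar Blue; 0% = vehicle DMSO and 100% = killing control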
# KRASV12 cytotoxicity = viability loss of HPDE-C7K cells – cell-based, fluorescence, HTS, primary screen (AID 431). HPDE-C7K KRASV12 cells, Alamar Blue viability, 48 h; higher % means a stronger effect. cytotoxicity, % at 10 µM, or EC50 in µM where a hit was titrated. 63,000 tested, 1.7% active;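 active = compounds whose percent cytotoxicity in the single-dose primary screen, scaled between solvent and toxic-drug controls, exceeds 50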;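 also: 0% = DMSO solvent wells and 100% = doxorubicin-treated wells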
# Alkaline phosphatase = inhibition of tissue-nonspecific alkaline phosphatase – biochemical, luminescent (AID 518); one-dose inhibition, % at 20 µM; IC50 in µM for titrated hits; purified TNAP enzyme, luminescent substrate readout; higher % means a stronger effect; 64,000 tested, 0.09% active; in the data active = a potency from the dose series; inactive = the rest, 99 in 100 with inhibition below about 22%;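 also: plate controls were vehicle for no effect and reference inhibitor for full effect; many of its hits are not listed in these tables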
# Bfl-1 displacement = Bfl-1 inhibitors, primary screen, biochemical, fluorescence polarization, FITC-Bid, mouse (AID 432); FITC-Bid BH3 peptide fluorescence polarization displacement; higher % means a stronger effect; one-dose displacement, % at 20 µM; IC50 in µM for titrated hits; 64,000 tested, 0.02% active; in the data active = a potency from the dose series; inactive = the rest, 99 in 100 with displacement below about 15%; also: strong numbers were not always called active
# Spn DPM-DC inh = inhibitors of Streptococcus pneumoniae diphosphomevalonate decarboxylase; purified DPM-DC, PK/LDH coupled NADH fluorescence; 65,000 tested, 0.49% active; calls only at 10 µM; AID 556;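 active = the 320 compounds with the highest percent inhibition in the single-dose primary screen, excluding strongly autofluorescent ones, cut at about 32% in these data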;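 also: kinetic rate of NADH fluorescence loss reporting ADP formed by the decarboxylase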
# PMK inhibit pilot replicates = recorded beside PMK inhibit, whose call it bears; inhibition, %; measured here: pilot screen replicates
# Spn MK inh pilot replicates = recorded beside Spn MK inh, whose call it bears; inhibition, %; measured here: pilot screen replicates
# Spn DPM-DC inh pilot screen % = recorded beside Spn DPM-DC inh, whose call it bears; inhibition, %; measured here: pilot screen trials
# The depositor's hits bear a star; i = inactive; . = no result given. Rule as the data show it, unless noted: active = cytotoxicity above about 50%; inactive = the rest. Random draw from the library. About 3.4% of those tested had a hit in this group.
SMILES,PMK inhibit,HPDE-C7 cytotoxicity,LYP inhibition,Spn MK inh,HT1080 viability,KRASV12 cytotoxicity,Alkaline phosphatase,Bfl-1 displacement,Spn DPM-DC inh,others
CC(=O)Nc1cc2ccc(OC(C)=O)cc2oc1=O,10,0%,-3%,9,-8%,5%,1%,-7%,.,
CN1CCN(C(=O)c2ccc(C(C)(C)C)cc2)CC1,3,-10%,-1%,0,1%,-10%,-1%,-2%,i,
Cc1ccccc1Cn1cnc2c(cnn2C(C)(C)C)c1=O,9,.,.,5,-2%,.,.,.,i,
CC(=O)c1nn(-c2cccc(Cl)c2)cc1C(=O)c1ccco1,13,2%,5%,0,22%,5%,8%,-5%,i,
Cc1ccc(CSc2nc3c(c(=O)[nH]2)C(c2ccncc2)C2=C(CCCC2=O)N3)cc1 (stereo not given),9,18%,7%,4,2%,21%,16%,1%,.,PMK inhibit pilot replicates=9.5;Spn MK inh pilot replicates=3.0
COCC(C)NC(=O)COc1ccc(Cl)cc1Cl (stereo not given),17,-16%,1%,2,1%,-14%,4%,2%,i,
c1ccc(-n2nnnc2Oc2ccc(-c3nnco3)cc2)cc1,14,-5%,-1%,2,4%,-11%,8%,3%,i,
O=S(=O)(NCCOCC(F)(F)F)c1ccc2oc3ccccc3c2c1,1,18%,-1%,6,-1%,0%,12%,8%,i,
Cc1cc(=O)oc(C)c1C(=O)NCCC1=CCCCC1,3,9%,.,7,-8%,18%,13%,7%,i,
O=C(NC1CCC(NC(=O)C2CCCO2)CC1)C1CCCO1 (stereo not given),3,-6%,16%,2,-4%,-14%,4%,-4%,i,
CCCCn1c(SCC(=O)c2ccccc2)nc2c1c(=O)[nH]c(=O)n2C,13,.,.,4,0%,.,.,.,i,
COc1ccc(-c2csc(N(CCCN3CCOCC3)C(=O)c3ccco3)n2)cc1,18,38%,3%,13,-1%,26%,12%,0%,i,
COc1ccc(S(=O)(=O)Nc2ccccn2)c(C)c1C,4,1%,16%,4,3%,10%,1%,-5%,i,
CCn1c(SCC(=O)N2CCCC2)nc2ccccc2c1=O,20,-2%,5%,2,-14%,4%,13%,2%,i,
COc1ccc(N2CSC3=C(C#N)C(c4cccc(OC)c4OC)CC(=O)N3C2)cc1 (stereo not given),7,-18%,15%,4,-4%,5%,8%,-5%,i,
CCOc1ccc2nc(NS(=O)(=O)c3ccc(NC(C)=O)cc3)sc2c1,14,0%,13%,7,5%,13%,3%,2%,i,
CCc1nn(C(C)C(=O)NC(C)CCc2ccco2)c(=O)c2cc3occc3n12 (stereo not given),27*,10%,16%,0,3%,9%,5%,-1%,i,
O=C1N(CC(=O)N2CCc3ccccc32)CCN1Cc1ccccc1Cl,6,-20%,.,4,.,-7%,5%,0%,i,
O=C1NCCN1C(=O)c1ccccc1F,9,2%,3%,0,-2%,6%,4%,6%,i,
CCCCOC(=O)CSCC(=O)Nc1cc(C)on1,6,5%,2%,0,-6%,4%,8%,-5%,i,
COc1ccc(-n2ncc3c(=O)n(CC(=O)N4CCCc5ccccc54)cnc32)cc1,14,1%,10%,7,11%,15%,8%,8%,i,
CCCS(=O)(=O)N1CCC(C(=O)NCc2cccnc2)CC1,4,-2%,5%,0,-2%,-5%,3%,3%,i,
Cc1c(C#N)c2ncn(Cc3ccccc3)c(=O)c2n1-c1ccccc1,7,-14%,14%,3,7%,-6%,5%,-3%,i,
CCC(=O)Nc1cccc(Br)c1,9,-12%,7%,4,22%,-11%,6%,4%,i,PMK inhibit pilot replicates=4.0;Spn MK inh pilot replicates=1.0;Spn DPM-DC inh pilot screen %=4.5
O=C(NCc1ccccc1)C1CCCN(S(=O)(=O)c2cccnc2)C1 (stereo not given),18,0%,14%,3,-6%,2%,14%,5%,i,PMK inhibit pilot replicates=0.0;Spn MK inh pilot replicates=0.0;Spn DPM-DC inh pilot screen %=0.0
CC(=O)c1c(C)nc2cc(Cl)ccc2c1N,8,-14%,12%,12,12%,-6%,7%,-3%,i,
O=S(=O)(NCC1CCCO1)c1cc(Cl)ccc1Br (stereo not given),0,-7%,13%,9,2%,-13%,12%,8%,i,PMK inhibit pilot replicates=0.0;Spn MK inh pilot replicates=1.5;Spn DPM-DC inh pilot screen %=0.0
CC1CCN(C(=O)c2cc(-c3ccc(Cl)c(Cl)c3)on2)CC1,16,7%,9%,0,22%,22%,19%,1%,i,PMK inhibit pilot replicates=3.5;Spn MK inh pilot replicates=0.5;Spn DPM-DC inh pilot screen %=0.0
CCc1nc(SCC(=O)NCC2CCCO2)c2oc3ccccc3c2n1 (stereo not given),0,-26%,.,6,33%,-18%,21%,5%,i,
O=C(c1ccc2c(c1)N(Cc1ccccc1)C(=O)CS2)N1CCOCC1,9,-15%,11%,2,20%,-7%,7%,4%,i,
CC(c1ccccc1)n1c(-c2ccncc2)n[nH]c1=S (stereo not given),4,6%,7%,8,-2%,2%,8%,-4%,i,
COc1cccc(OCCCN2CCCCC2)c1,0,3%,5%,0,-3%,1%,4%,3%,i,
CC(C)(C)S(=O)(=O)c1c(C(=O)O)cccc1C(=O)O,12,.,12%,13,12%,.,14%,-7%,i,
O=C1Nc2ccccc2C(O)(C(=O)NCc2ccco2)N1c1ccc(Cl)cc1 (stereo not given),2,-1%,-7%,9,15%,-3%,3%,-7%,i,
CCOC(=O)c1nc2nc(C)c(Cl)c(=O)n2[nH]1,3,9%,1%,9,0%,-1%,12%,-2%,i,
COc1ccc(OC)c(S(=O)(=O)N2CCC(C(=O)NCC3CCCO3)CC2)c1 (stereo not given),5,-4%,9%,3,2%,-2%,13%,-4%,i,PMK inhibit pilot replicates=3.0;Spn MK inh pilot replicates=1.0;Spn DPM-DC inh pilot screen %=0.0
Cc1nc2ccc(C(=O)N3CCN(c4ccccn4)CC3)cc2s1,0,9%,-6%,0,4%,8%,6%,3%,i,
Cc1ccc(C)c(Nc2ncnc3nc[nH]c23)c1,11,4%,4%,0,-7%,1%,-8%,3%,i,
COC(=O)C(NC(=O)c1ccccc1)c1ccccc1 (stereo not given),0,-6%,.,3,0%,5%,12%,-5%,i,
Cc1ccc(OCCn2cc(/C(N)=N/O)c3ccccc32)cc1C,8,-2%,16%,0,-7%,3%,9%,2%,i,
Cc1ccccc1Nc1nc(N)nc(CSc2nc3ccccc3c(=O)n2CCCO)n1,16,8%,6%,0,1%,10%,1%,-7%,i,
CC(=O)c1cccc(NC(=O)c2cc3nc(C)cc(C)n3n2)c1,7,-6%,7%,5,4%,-11%,5%,1%,i,
O=C(CSCCO)N1CCc2ccccc21,10,0%,10%,15,13%,0%,7%,-11%,i,
CCN(CC)c1ccc(NC(=O)c2ccccc2F)cc1,2,43%,14%,0,37%,51%*,9%,4%,i,
CN1C(=O)NC(NC(=O)c2ccco2)(C(F)(F)F)C1=O (stereo not given),4,-13%,.,18,1%,-12%,3%,-2%,i,
O=c1c2ccccc2c(C=NC2CCS(=O)(=O)C2)c(O)n1-c1ccccc1 (stereo not given),6,-5%,5%,2,-7%,2%,5%,-1%,i,
Cc1c(C(=O)N2CCN(C(=O)c3ccco3)CC2)sc2nc(-c3ccc(F)cc3)cn12,5,-10%,5%,1,-1%,-1%,-3%,-5%,i,
Cc1ccc(F)cc1NC(=O)C1CCCN(c2ncccn2)C1 (stereo not given),0,-6%,4%,9,-2%,-9%,8%,-3%,i,PMK inhibit pilot replicates=0.0;Spn MK inh pilot replicates=0.0;Spn DPM-DC inh pilot screen %=3.0
Cc1sc2c(c1C)c(=O)n(-c1ccccc1)c1nncn21,0,-3%,0%,10,.,3%,11%,-1%,i,
C=CCn1c(N)c(C(=O)N2CCN(C)CC2)sc1=S,4,1%,12%,8,3%,5%,6%,-5%,i,
COc1ccc(Cl)cc1C(=O)N1CCN=C1SC,0,-11%,-5%,4,1%,-22%,4%,8%,i,
CC(C)Oc1ccc(C(=O)Nc2ccc(N(C)C)cc2)cc1,0,16%,11%,10,5%,14%,10%,-5%,i,
CCOC(=O)CN(C(=O)Cn1nnc2ccccc21)C(C(=O)NCCOC)c1ccccc1C (stereo not given),18,-1%,7%,13,-10%,-12%,10%,-9%,i,
Cc1ccc(C(C(=O)NC(C)(C)C)N(C(=O)c2csnn2)c2cccc(F)c2)o1 (stereo not given),11,-3%,-5%,15,4%,-2%,7%,-1%,i,PMK inhibit pilot replicates=0.5;Spn MK inh pilot replicates=0.0;Spn DPM-DC inh pilot screen %=0.5
CC(C)CCNC(=O)NC(=O)CSc1nnc2ccccn12,1,-2%,.,8,-3%,7%,2%,-4%,i,
CCN=C1SCC(=O)N1c1ccc(OC)cc1,15,-14%,-20%,0,-2%,5%,8%,-8%,i,
C#CCOC(=O)c1ccccc1C(=O)N(CC)CC,9,-13%,-3%,10,0%,3%,7%,-4%,i,
COc1ccc(OCC(=O)Nc2ccc3c(c2)nc(CCN2CCOCC2)n3C)cc1,7,11%,21%,0,6%,30%,6%,0%,i,
CC(C)C(=O)N1CCN(c2ccccc2NC(=O)Cc2ccc(Cl)cc2)CC1,13,0%,14%,0,-5%,-2%,7%,4%,i,
O=S(=O)(Cc1ccccc1)N1CCC(N2CCN(c3ccccc3)CC2)CC1,10,11%,-4%,0,-4%,20%,4%,-7%,i,

# Remaining list, next part:
SMILES,PMK inhibit,HPDE-C7 cytotoxicity,LYP inhibition,Spn MK inh,HT1080 viability,KRASV12 cytotoxicity,Alkaline phosphatase,Bfl-1 displacement,Spn DPM-DC inh,others
O=C(NCCCN1CCOCC1)c1cc(-c2ccc(O)cc2)on1,0,17%,-10%,9,-7%,14%,19%,4%,i,PMK inhibit pilot replicates=0.5;Spn MK inh pilot replicates=1.5;Spn DPM-DC inh pilot screen %=0.0
COc1ccc(C(=O)N2CCCC(c3nc(-c4ccc(OC)c(OC)c4)no3)C2)c(OC)c1 (stereo not given),14,-2%,8%,0,-13%,-6%,10%,-12%,i,
Cc1ccc2ccc(S(=O)(=O)n3nc(C)cc3C)cc2c1,5,12%,-16%,2,-5%,24%,6%,-10%,i,
COc1ccc(-c2noc(CSc3nnc(CCc4ccccc4)n3-c3ccccc3)n2)cc1OC,8,1%,6%,15,-2%,10%,18%,0%,i,
CN(C)c1nc(C(=O)OCCO)nc(N(C)C)n1,7,.,.,5,9%,.,.,.,i,
COc1ccc(Cn2c(CCC(=O)O)nc3cccnc32)cc1,10,8%,7%,0,18%,1%,0%,-3%,i,
CCc1ccc(-c2cn(-c3nc(C)cc(C)n3)c(=N)o2)cc1,6,41%,.,13,-16%,55%*,-2%,1%,i,
Cc1onc(-c2c(F)cccc2Cl)c1C(=O)Nc1c(C)n(C)n(-c2ccccc2)c1=O,4,-6%,.,9,-7%,4%,1%,2%,i,

# Quoted at random: 2 compounds from above
SMILES,PMK inhibit,HPDE-C7 cytotoxicity,LYP inhibition,Spn MK inh,HT1080 viability,KRASV12 cytotoxicity,Alkaline phosphatase,Bfl-1 displacement,Spn DPM-DC inh,others
COc1ccc(Cn2c(CCC(=O)O)nc3cccnc32)cc1,10,8%,7%,0,18%,1%,0%,-3%,i,
COc1ccc(-c2noc(CSc3nnc(CCc4ccccc4)n3-c3ccccc3)n2)cc1OC,8,1%,6%,15,-2%,10%,18%,0%,i,

# Bioassay records (PubChem BioAssay)
